From PubChem BioAssay
SKN-1 inh = inhibitors of C. elegans SKN-1; C. elegans VP596 Pgst-4::GFP/RFP ratio, acrylamide-induced, 24 h; inhibition, % at 21.8 µM; AID 624304; actives 0.49% (n = 360,000);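 active = interference check ratio from 0.5 to 1.5 plus GFP to RFP signal ratio inhibition reaching or exceeding a fixed threshold, cut at about 30% in these data, passing the limit was not always enough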; also: some compounds called inactive have numbers as strong as hits
Rpn11 inh = inhibitors of human proteasome Rpn11 | O00487 | human 26S proteasome, Ub4-pepOG fluorescence polarization; 20S core pre-blocked with epoxomicin | calls only at 20 µM | actives 0.59% (n = 360,000);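 active = inhibition at 20 µM, scaled to each plate's controls, above about 33%, limit read from the data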
Target sequence (O00487 whole entry, looked up): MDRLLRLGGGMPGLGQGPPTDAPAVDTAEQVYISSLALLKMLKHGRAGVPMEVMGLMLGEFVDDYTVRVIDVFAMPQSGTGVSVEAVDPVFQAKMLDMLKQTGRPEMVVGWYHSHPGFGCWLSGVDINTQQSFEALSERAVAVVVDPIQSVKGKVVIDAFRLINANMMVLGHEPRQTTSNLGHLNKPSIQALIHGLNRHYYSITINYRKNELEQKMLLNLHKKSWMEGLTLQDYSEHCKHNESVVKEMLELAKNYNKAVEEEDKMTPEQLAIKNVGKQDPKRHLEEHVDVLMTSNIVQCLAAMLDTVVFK
NadD inh = NadD (S. aureus) enzyme inhibition; purified NadD enzyme, colorimetric absorbance read-out; inhibition, % at 20 µM; actives 0.78% (n = 360,000); AID 602399; in the data active = inhibition above about 26%; also: some compounds past the cut are filed as inactive
LMPTP inh = LMPTP (human) inhibition | inhibition, % at 20 µM | P24666 | AID 651560 | actives 0.22% (n = 360,000) | recombinant LMPTP-A, OMFP fluorogenic substrate, fluorescence intensity;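 active = compounds that cut the enzyme signal by at least half of the control window in the single-dose screen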;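 also: plate controls were DMSO wells with enzyme plus substrate for no effect and substrate without enzyme for full effect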
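Assay system: LMPTP-A enzyme. Input: 0.625 nM LMPTP-A final. Probe or stimulus: 400 µM OMFP. Compound dosing: single 20 µM dose. Schedule: 50 min dark incubation at room temperature. Detection: fluorescence intensity of OMFP turnover product. Read-out: percent inhibition versus substrate-only and uninhibited controls. Benchmarks: no-enzyme low control, uninhibited high control.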
MT1-MMP act inh = MT1-MMP (human) activation inhibition; actives 0.061% (n = 360,000); GFP/RFP ratio change, % at 20 µM; HT1080 RFP-PRO-GFP cells, GFP/RFP ratio fluorescence, overnight; percent of plate control window, DMSO zero; AID 651647;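 active = GFP/RFP ratio change of at least 30% with cell ATP level not reduced by more than half and red fluorescence within 50% of control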; also: strong numbers were not always called active
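Material: RFP-PRO-GFP reporter HT1080 cells. Dosing: single-point 20 µM compound, 1% DMSO. Controls: DMSO and RFP-L50D-GFP cell wells. Timing: cells overnight before dosing, compound overnight, 37 °C, 5% CO2. Measure: GFP/RFP fluorescence ratio.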
STEP inh = inhibitors of human striatal-enriched phosphatase STEP; P54829; recombinant STEP, OMFP fluorogenic substrate, fluorescence; inhibition, % at 20 µM; actives 0.25% (n = 360,000);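 active = inhibition at 20 µM, scaled per plate between control wells, above about 37%, limit read from the data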;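 also: 0% = DMSO with enzyme and substrate and 100% = substrate only without enzyme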
Target sequence (P54829 whole entry, looked up): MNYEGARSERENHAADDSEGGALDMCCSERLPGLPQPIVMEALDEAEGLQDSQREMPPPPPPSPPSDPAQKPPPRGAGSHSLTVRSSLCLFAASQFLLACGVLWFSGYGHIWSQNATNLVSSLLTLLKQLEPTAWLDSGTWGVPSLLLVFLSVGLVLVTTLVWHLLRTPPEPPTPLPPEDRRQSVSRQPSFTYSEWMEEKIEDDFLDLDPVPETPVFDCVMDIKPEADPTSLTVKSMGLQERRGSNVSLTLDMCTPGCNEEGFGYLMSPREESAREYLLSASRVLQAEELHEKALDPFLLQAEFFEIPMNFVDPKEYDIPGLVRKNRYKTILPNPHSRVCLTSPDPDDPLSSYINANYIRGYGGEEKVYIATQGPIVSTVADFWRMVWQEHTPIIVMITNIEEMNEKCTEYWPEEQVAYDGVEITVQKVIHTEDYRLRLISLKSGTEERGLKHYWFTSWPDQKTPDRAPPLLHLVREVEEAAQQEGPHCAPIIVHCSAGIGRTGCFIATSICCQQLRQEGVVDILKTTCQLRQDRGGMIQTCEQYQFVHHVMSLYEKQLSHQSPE
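Also added – OMFP at 25 µM · Test system – STEP tyrosine phosphatase · Technique – FITC-channel fluorescence of OMFP product · Schedule – 20 min at room temperature, dark · Evaluation – control-normalized % inhibition with plate pattern correction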
Scp-1 inhibitor = blocks human Scp-1 phosphatase activity | Q9GZU7 | Recombinant Scp1, phosphopeptide, malachite green phosphate absorbance | inhibition, % at 20 µM | actives 0.88% (n = 340,000) | AID 493091;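 active = inhibition above about 50% at 20 µM, limit read from the data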;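 also: plate controls were DMSO wells with enzyme for no effect and wells lacking enzyme for full effect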
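Test system: SCP-1 phosphatase catalytic domain, residues 76-261 | Compound dosing: One concentration, 20 µM, with 1.0% DMSO | Schedule: 45 min room-temperature reaction, 5 min colour, 30 min stabiliser | Detection: Absorbance at 630 nm | Read-out basis: % inhibition of SCP-1 phosphate liberation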
NRP1-CendR mod = NRP-1/CendR interaction modulation; O14786; FAM-RPARPAR peptide binding to NRP-1, fluorescence polarization; inhibition, % at 25 µM; actives 0.85% (n = 360,000); AID 602438;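 active = inhibition or corrected inhibition above about 18%, plus a signal ratio from 0.5 to 1.5, limit read from the data, passing the limit was not always enough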; also: strong numbers were not always called active
SUMO1 PPI mod = modulators of human SUMO1-mediated protein-protein interactions | P63165 | SUMO1 binding to a labelled peptide, TR-FRET, 1 h | inhibition, % at 20 µM | actives 0.33% (n = 360,000); in the data active = inhibition above about 37%
Target sequence (P63165 whole entry, looked up): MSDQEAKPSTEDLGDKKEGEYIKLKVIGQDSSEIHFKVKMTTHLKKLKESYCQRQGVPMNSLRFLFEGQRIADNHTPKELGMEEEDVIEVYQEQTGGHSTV
DNMT1 block = DNMT1 (human) enzyme inhibition. P26358. DNMT1 molecular beacon, Hinp1I cleavage, fluorescence. inhibition (reported as % activation of signal), % at 10 µM. actives 0.83% (n = 360,000). AID 588458; in the data active = inhibition above about 50%
* hit, by the source's call; i = inactive; nt = not tested or not shown; + = active, no number.

item	canonical_smiles	SKN-1 inh	Rpn11 inh	NadD inh	LMPTP inh	MT1-MMP act inh	STEP inh	Scp-1 inhibitor	NRP1-CendR mod	SUMO1 PPI mod	DNMT1 block
1	C/C(CC(=O)Nc1ccc(N(C)C)cc1)=N\NC(=O)c1ccc(C(C)(C)C)cc1	10	i	3	-1.4	-2	-2	-13	1	0	-1
2	CCCCC(=O)Nc1cc(OCC)c(NC(=S)NC)cc1OCC	-2	i	6	-0.2	0	10	-2	1	-1	2
3	Cc1cc2nc(=O)c(/C=C3\C=Nc4ccccc43)c(N)n2o1	2	i	-6	1.6	-23	-2	-11	-9	-9	0
4	COc1cc(/C=C2/NC(=O)N(CC(=O)Nc3ccc(C)cc3)C2=O)ccc1Oc1ccc([N+](=O)[O-])cn1	2	i	21	-1.0	2	4	-9	0	-3	34
5	COc1ccc(CCNC(=O)C2CCN(S(=O)(=O)c3ccc(SC)cc3)CC2)cc1	-22	i	-5	0.1	8	-2	-4	11	6	10
6	CCCCc1nnc(SC(C)C(=O)Nc2nccs2)n1C (stereo not given)	-1	i	0	-0.4	-1	-1	-2	2	2	-4
7	Cc1ccc(C(=O)NCCN2CCOCC2)c(Cl)c1	-12	i	-1	-2.1	1	-3	-10	-4	-2	2
8	CC1(C)COCN1C(=O)c1ccc(C#N)cc1	-5	i	-2	-2.4	-2	-4	7	5	6	-7
9	CC1(C(=O)N2CCC(CO)(Cc3cccc(C(F)(F)F)c3)CC2)CC1	5	i	0	2.0	7	0	-8	-3	2	-3
10	O=C(CCC(=O)N1CCN(Cc2ccc(F)cc2)CC1)Nc1nnc(C(F)(F)F)s1	-8	i	-4	-1.0	-2	0	3	-8	-2	-1
11	Cc1ccccc1-c1nn(-c2ccc(F)cc2F)cc1CNCC(C)O (stereo not given)	-1	i	-8	-0.9	0	-2	-6	2	3	3
12	COc1ccccc1NC(=O)CCNC(=O)Cn1ccc2ccccc2c1=O	-30	i	4	0.8	0	2	-7	-6	0	2
13	O=c1cc(CSc2ccccn2)c2ccccc2[nH]1	-9	i	3	2.7	-2	-2	-3	0	1	1
14	O=C(NCc1ccccc1)c1cccc(F)c1F	10	i	1	0.4	-2	-3	-8	5	4	1
15	COc1ccccc1CNC(=O)CN1C(=O)NC2(CCCc3sccc32)C1=O (stereo not given)	-4	i	-1	1.3	-3	2	-5	-9	-1	4
16	CCCS(=O)(=O)N1CCC(C(=O)NCCC(C)C)CC1	-1	i	-2	-0.5	0	-1	-8	7	0	-4
17	COc1cc([N+](=O)[O-])ccc1N=Nc1c(N)[nH]n(-c2ccccc2)c1=O	5	i	17	2.2	8	2	-3	8	-3	-27
18	FC(F)(F)c1cnc(Oc2ccccc2-c2nnco2)c(Cl)c1	11	i	3	-1.1	6	-2	-13	8	-1	-1
19	COC1(C)CC2C(CC1OC(=O)c1cc([N+](=O)[O-])cc([N+](=O)[O-])c1)C2(C)C (stereo not given)	8	i	2	1.2	-6	2	-7	14	-27	-1
20	Cc1cc(N(CN2CCCC2=O)C(=O)c2ccccc2)no1	-6	i	10	-2.3	-1	0	-2	-5	3	0

The final 2 entries of the section above open the next one:
item	canonical_smiles	SKN-1 inh	Rpn11 inh	NadD inh	LMPTP inh	MT1-MMP act inh	STEP inh	Scp-1 inhibitor	NRP1-CendR mod	SUMO1 PPI mod	DNMT1 block
19	COC1(C)CC2C(CC1OC(=O)c1cc([N+](=O)[O-])cc([N+](=O)[O-])c1)C2(C)C (stereo not given)	8	i	2	1.2	-6	2	-7	14	-27	-1
20	Cc1cc(N(CN2CCCC2=O)C(=O)c2ccccc2)no1	-6	i	10	-2.3	-1	0	-2	-5	3	0
21	COC(=O)c1cccc(NC(=O)c2onc3c2CCCC3)c1	11	i	-1	-1.4	4	0	-14	3	0	-4
22	O=C(Nc1ncc([N+](=O)[O-])s1)c1ccco1	16	i	5	0.2	4	0	-5	2	-29	-1
23	CCN(CC)c1ncnc2c1ncn2[C@H]1CN(Cc2cc(OC)c(OC)c(OC)c2)C[C@@H](CO)O1	7	i	-2	-0.1	-1	-1	nt	2	-1	0
24	NC(=O)N/N=C/c1coc2ccc(O)cc2c1=O	-10	i	0	-0.4	2	-2	0	-13	-5	-3
25	COC(=O)Nc1cc(C)nc2ccccc12	5	i	-3	11	nt	1	3	8	-2	3
26	O=C(Nc1cc(S(=O)(=O)N2CCOCC2)ccc1N1CCOCC1)c1ccc(Cl)nc1	-11	i	-4	0.3	0	0	-4	4	-3	1
27	O=C(NCC(c1cccs1)N1CCOCC1)c1cc(-c2ccc(F)cc2)nc2ccccc12 (stereo not given)	8	i	2	0.6	-4	-7	-5	-17	-12	1
28	Cc1[nH]n(-c2ccc(C(=O)O)cc2)c(=O)c1CCO	7	i	-6	-1.3	1	-3	-2	0	-2	0
29	CN(C)S(=O)(=O)N(CC(=O)Nc1cccc(F)c1)c1ccccc1	-9	i	-2	1.3	4	-3	21	3	2	4
30	COc1ccc(CCNC(=O)c2ccccc2SC)cc1	7	i	-11	-1.6	0	1	-4	4	4	-9
31	CC(C)(C)n1nnnc1C(c1cc2cc3c(cc2[nH]c1=O)OCCO3)N1CCSCC1 (stereo not given)	-2	i	0	-0.8	0	3	0	-2	-6	-1
32	Cc1cccc(C(=O)Oc2ccc(/C=N/NC(=O)c3ccc(O)cc3)cc2)c1	15	i	7	1.9	-3	0	-7	-1	-2	-5
33	C/C(=N\NC(=O)c1ccc(CSc2nncn2C)cc1)c1cccs1	3	i	0	-0.3	3	-5	-3	-3	-4	1
34	C=CCSc1nnc(-c2ccc([N+](=O)[O-])cc2)o1	12	i	2	-0.4	0	-3	-2	-8	-27	3
35	N#Cc1cc(S(=O)(=O)c2ccc(Cl)cc2)c(N)[nH]c1=O	3	i	1	-1.0	3	-1	-1	-5	6	-2
36	COC(=O)c1ccc(NC(C(=O)OC)C(C)C)c([N+](=O)[O-])c1 (stereo not given)	9	i	-5	0.5	4	-1	-1	-1	-16	-4
37	Clc1ccc(-c2nnc(-c3ccc(Br)cc3)c(N3CCSCC3)n2)cc1	9	i	18	2.0	-2	2	10	0	0	1
38	O=c1/c(=C/c2ccc([N+](=O)[O-])cc2)sc2n1CCCN=2	-2	i	5	-1.6	-3	5	-5	8	-27	-1
39	COc1cc(C(=O)N/N=C(\C)Cn2nc([N+](=O)[O-])cc2C)ccc1O	7	i	-4	-2.3	1	-2	1	1	-2	4
40	Cc1ccc(/C=N/NC(=O)CNC(=O)Cc2ccccc2)o1	0	i	10	-0.9	-1	0	-6	-5	-10	0

Next records:
item	canonical_smiles	SKN-1 inh	Rpn11 inh	NadD inh	LMPTP inh	MT1-MMP act inh	STEP inh	Scp-1 inhibitor	NRP1-CendR mod	SUMO1 PPI mod	DNMT1 block
41	COc1cc(/C=C2/C(=O)N(c3ccc(Br)cc3)N=C2C)cc(OC)c1OC	-11	i	-3	3.1	-4	1	-10	5	10	-11
42	CC(C)N1CCc2c(sc(NC(=O)c3nc4ccccc4s3)c2C(N)=O)C1	7	+	9	4.7	-55	10	-9	-92	-12	-7
43	CC(C)c1ccc(OCC(=O)NC2CCCC2)cc1	14	i	-2	-1.4	-2	0	16	5	5	2
44	CCn1nc(C)c(Br)c1-c1nc(-c2cccc(C)c2)no1	-3	i	1	2.6	-5	0	-11	-8	-9	3
45	Cc1cccc2sc(NS(C)(=O)=O)nc12	-8	i	4	1.1	-1	0	-2	4	3	1
46	COc1ccccc1N1CCN(C2CC(=O)N(c3ccc(Cl)cc3)C2=O)CC1 (stereo not given)	2	i	-3	-2.0	2	-2	-2	8	-1	-1
47	O=C(NCc1cccnc1)NC1(c2ccccc2)CC1	-10	i	-2	-0.5	7	0	0	-5	1	6
48	c1ccc(CN2CCC3CC2c2c3cccc2N2CCOCC2)cc1 (stereo not given)	4	i	-1	-0.4	6	0	nt	-12	2	3
49	NC(=O)CSc1ccc(Br)cc1	20	i	0	-1.7	-4	3	-4	-8	3	2
50	Cc1c(Cl)cccc1NC(=O)CC1Sc2ccccc2NC1=O (stereo not given)	23	i	-5	-0.2	-3	-1	-11	6	-5	0
51	CC(=O)N1CCN=C1SCc1ccc(Cl)cc1	-11	i	-1	-1.9	5	-2	-9	-9	0	-5
52	CN(C)CCOCCP(=O)(c1ccccc1)c1ccccc1	5	i	-4	-0.5	-1	1	-5	4	-1	5
53	O=[N+]([O-])c1cc(C(F)(F)F)ccc1Cl	-2	i	3	0.2	-1	1	0	-10	3	-2
54	CCOc1cccc(/C=N/Nc2ccc(S(=O)(=O)N(CC)CC)cn2)c1O	3	i	-1	-0.8	-3	-1	-7	-7	2	0
55	Cn1c(=O)c2c(nc(NCCNC(=O)c3ccco3)n2Cc2ccccc2Cl)n(C)c1=O	-15	i	0	-0.5	-6	-1	2	3	0	1
56	CSc1nc(=O)n2cccc(C)c2n1	17	i	-6	-2.9	0	-3	0	-11	2	-1
57	Cc1nn(-c2cc(C)c3ccccc3n2)c2c1C1C(C2)C1(C)C (stereo not given)	10	i	13	3.2	-5	4	1	9	1	7

Structural class: the entries above with fluorine
item	canonical_smiles	SKN-1 inh	Rpn11 inh	NadD inh	LMPTP inh	MT1-MMP act inh	STEP inh	Scp-1 inhibitor	NRP1-CendR mod	SUMO1 PPI mod	DNMT1 block
9	CC1(C(=O)N2CCC(CO)(Cc3cccc(C(F)(F)F)c3)CC2)CC1	5	i	0	2.0	7	0	-8	-3	2	-3
10	O=C(CCC(=O)N1CCN(Cc2ccc(F)cc2)CC1)Nc1nnc(C(F)(F)F)s1	-8	i	-4	-1.0	-2	0	3	-8	-2	-1
11	Cc1ccccc1-c1nn(-c2ccc(F)cc2F)cc1CNCC(C)O (stereo not given)	-1	i	-8	-0.9	0	-2	-6	2	3	3
14	O=C(NCc1ccccc1)c1cccc(F)c1F	10	i	1	0.4	-2	-3	-8	5	4	1
18	FC(F)(F)c1cnc(Oc2ccccc2-c2nnco2)c(Cl)c1	11	i	3	-1.1	6	-2	-13	8	-1	-1
27	O=C(NCC(c1cccs1)N1CCOCC1)c1cc(-c2ccc(F)cc2)nc2ccccc12 (stereo not given)	8	i	2	0.6	-4	-7	-5	-17	-12	1
29	CN(C)S(=O)(=O)N(CC(=O)Nc1cccc(F)c1)c1ccccc1	-9	i	-2	1.3	4	-3	21	3	2	4
53	O=[N+]([O-])c1cc(C(F)(F)F)ccc1Cl	-2	i	3	0.2	-1	1	0	-10	3	-2

Rows are unselected. About 3.9% of those tested had a hit in this group.
